eLon inh: inhibitors of E. coli Lon protease | P0A9M0 | purified E. coli Lon protease, fluorescence polarization | inhibition, % at 7.94 µM | actives 0.42% (n = 360,000) | AID 602123; in the data active = inhibition above about 13%, passing the limit was not always enough;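 note: 0% = enzyme with probe and DMSO and 100% = no enzyme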
NRP1-CendR mod: alters CendR peptide binding to human NRP-1 | O14786 | FAM-RPARPAR peptide binding to NRP-1, fluorescence polarization | inhibition, % at 25 µM | actives 0.85% (n = 360,000) | AID 602438;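 active = inhibition or corrected inhibition above about 18%, plus a signal ratio from 0.5 to 1.5, limit read from the data, passing the limit was not always enough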; note: strong numbers were not always called active
FAS-TE inh: FAS thioesterase (human) inhibition; AID 602261; P49327; recombinant FAS-TE, OMFH fluorogenic substrate, fluorescence endpoint; actives 0.67% (n = 360,000); inhibition, % at 15 µM;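 active = compounds whose normalised, plate-corrected inhibition of enzyme fluorescence in the single-dose primary screen is 50% or more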;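 note: 0% = DMSO with enzyme and 100% = substrate without enzyme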
MT1-MMP act inh: blocks activation of human MT1-MMP | P50281 | actives 0.061% (n = 360,000) | AID 651647 | HT1080 RFP-PRO-GFP cells, GFP/RFP ratio fluorescence, overnight; percent of plate control window, DMSO zero | GFP/RFP ratio change, % at 20 µM;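 active = GFP/RFP ratio change of at least 30% with cell ATP level not reduced by more than half and red fluorescence within 50% of control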; note: strong numbers were not always called active
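system = RFP-PRO-GFP reporter HT1080 cells | dosing = 20 µM single dose, 1% DMSO | timing = overnight cell settling, then overnight compound exposure, 37 °C, 5% CO2 | read-out basis = GFP/RFP fluorescence ratio | controls = DMSO and RFP-L50D-GFP cell wells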
Rin1-Abl PPI inh: inhibitors of human Rin1-Abl protein interaction | P00519+Q13671 | TR-FRET Rin1/Abl binding, biochemical | inhibition, % at 7.35 µM | actives 0.4% (n = 360,000); in the data active = inhibition above about 5%, passing the limit was not always enough
MsrA inhibitor: inhibits bovine methionine sulfoxide reductase A. purified bovine MsrA, absorbance read-out. inhibition, % at 15.5 µM. actives 0.75% (n = 360,000). AID 651718; in the data active = inhibition above about 4.5%;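 note: 0% = vehicle wells with enzyme and 100% = reference inhibitor wells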
Neddylation inh: cullin neddylation inhibition | actives 0.58% (n = 360,000) | AID 651699 | TR-FRET cullin neddylation, biochemical | calls only at 25 µM; in the data active = inhibition above about 36%
Target sequence (P61081 whole entry, looked up): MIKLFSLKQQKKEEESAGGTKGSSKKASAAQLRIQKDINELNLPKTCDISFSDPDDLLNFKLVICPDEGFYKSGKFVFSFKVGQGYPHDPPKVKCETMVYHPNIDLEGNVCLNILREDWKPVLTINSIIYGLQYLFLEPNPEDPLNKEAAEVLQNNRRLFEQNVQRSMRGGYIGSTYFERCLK
Target sequence (Q13564 whole entry, looked up): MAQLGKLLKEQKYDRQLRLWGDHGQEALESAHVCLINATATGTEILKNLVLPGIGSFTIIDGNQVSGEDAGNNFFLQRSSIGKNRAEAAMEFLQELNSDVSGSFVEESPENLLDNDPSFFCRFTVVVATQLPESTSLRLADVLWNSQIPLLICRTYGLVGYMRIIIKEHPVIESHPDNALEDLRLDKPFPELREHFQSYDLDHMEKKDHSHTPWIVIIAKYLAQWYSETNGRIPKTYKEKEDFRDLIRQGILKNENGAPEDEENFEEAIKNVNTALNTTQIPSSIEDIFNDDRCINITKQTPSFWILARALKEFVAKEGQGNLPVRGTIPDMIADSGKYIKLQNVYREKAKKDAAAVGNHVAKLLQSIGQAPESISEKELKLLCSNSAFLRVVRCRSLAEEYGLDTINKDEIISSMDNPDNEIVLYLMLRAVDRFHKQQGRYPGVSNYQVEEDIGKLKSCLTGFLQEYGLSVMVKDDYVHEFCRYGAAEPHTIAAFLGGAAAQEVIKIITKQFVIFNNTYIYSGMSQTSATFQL
SKN-1 block: blocks SKN-1 activity in C. elegans. C. elegans VP596 Pgst-4::GFP/RFP ratio, acrylamide-induced, 24 h. inhibition, % at 21.8 µM. actives 0.49% (n = 360,000). AID 624304;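 active = interference check ratio from 0.5 to 1.5 plus GFP to RFP signal ratio inhibition reaching or exceeding a fixed threshold, cut at about 30% in these data, passing the limit was not always enough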; note: some compounds called inactive have numbers as strong as hits
MsrA act: bovine methionine sulfoxide reductase A activation; actives 0.3% (n = 360,000); activation, % at 10.6 µM; purified bovine MsrA, absorbance read-out; in the data active = activation above about 7.5%;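 note: 0% = vehicle and 100% = reference activator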
* marks the source's active call; other numbers are inactive results; i = inactive; x = no result given.

Compound	eLon inh	NRP1-CendR mod	FAS-TE inh	MT1-MMP act inh	Rin1-Abl PPI inh	MsrA inhibitor	Neddylation inh	SKN-1 block	MsrA act
O=C(CSc1nc2ccccc2o1)N1CCN(S(=O)(=O)c2ccc3ccccc3c2)CC1	1	16	-12	0	3	-0.3	i	4	-3
COC(=O)Cc1c(C)c2ccc(OCc3nn[nH]n3)cc2oc1=O	-3	-5	-11	2	-2	2.5	x	1	-4
CN1CCN(C(=O)C2=NOC3(C2)C(=O)Nc2ccccc23)CC1 (configuration not stated)	0	0	-11	1	x	-0.4	i	6	-2
COc1cccc(/C=C2\SC(=S)NC2=O)c1OS(=O)(=O)c1ccc(NC(C)=O)cc1	3	-105	3	-2	-1	2.1	i	7	-8
C=CCC(C#N)(c1ccc(OC)c(OC)c1)c1cnccn1 (configuration not stated)	0	-4	-11	2	0	-0.2	i	-1	-3
COc1ccc(NC(C)=O)cc1S(=O)(=O)NCCc1ccccn1	12	12	-6	0	0	-0.8	i	0	0
CCc1cc2c(=O)n(CC(=O)NC3CCCCC3)cnc2s1	4	8	4	5	2	1.0	i	-34	-4
CCN1CCN(C(=O)C2=C(C(=O)O)CCCC2)CC1	-6	-4	-14	-2	1	-0.5	i	8	-1
COC(=O)c1ccc(NC(=O)CCS(=O)(=O)c2ccc(C)cc2)cc1	-4	-2	-1	1	1	-1.2	i	17	-1
COc1ccccc1NCC(=O)N/N=C/c1sccc1C	5	-12	2	-9	2	0.7	i	5	-2

The last three entries of the part above come first, to join the parts:
Compound	eLon inh	NRP1-CendR mod	FAS-TE inh	MT1-MMP act inh	Rin1-Abl PPI inh	MsrA inhibitor	Neddylation inh	SKN-1 block	MsrA act
CCN1CCN(C(=O)C2=C(C(=O)O)CCCC2)CC1	-6	-4	-14	-2	1	-0.5	i	8	-1
COC(=O)c1ccc(NC(=O)CCS(=O)(=O)c2ccc(C)cc2)cc1	-4	-2	-1	1	1	-1.2	i	17	-1
COc1ccccc1NCC(=O)N/N=C/c1sccc1C	5	-12	2	-9	2	0.7	i	5	-2
O=Cc1ccc(Oc2cnccn2)cc1	-6	-5	-11	1	-4	-1.1	i	-3	-11
c1cncc(CNc2cccc(-c3nc4ccccc4[nH]3)c2)c1	-1	2	-9	1	1	0.2	x	14	-9
Cn1cc(/C=C2\SC(=O)N(c3ccccc3)C2=O)c2ccccc21	-12	-23	-36	-25	1	0.0	i	3	-5
CN1OC[C@@H]2CN(Cc3ccccc3)[C@H](c3ccc(-n4ccnc4)cc3)C[C@@H]21	4	9	-2	0	4	0.2	i	18	-7
COc1cccc(/C=N/NC(=O)C(=O)Nc2ccccc2OC(F)(F)C(F)F)c1O	-13	-4	9	-15	-6	0.7	i	7	-5
COc1ccc(/C=C2\Oc3cc(OCC(=O)N4CCC(C(=O)O)CC4)ccc3C2=O)c(OC)c1	-169	-96	1	-2	-4	x	i	-11	-2
O=C(O)C1CCN(C(=O)CSc2nc3ccccc3s2)CC1	-4	4	-9	2	0	0.6	i	2	-11
COc1cc(NC(=O)c2ccco2)c(OC)cc1NC(=O)CCC(=O)Nc1cc(C)ccc1C	-5	8	-6	2	3	0.4	x	1	-3
COc1ccc(N(Cc2cc(=O)[nH]c3ccccc23)C(C)=O)cc1	-4	4	0	-8	-1	0.3	i	5	0
CCN(CC)S(=O)(=O)c1cccc(-c2nnc(SCCOc3ccccc3)o2)c1	-9	21	3	-10	0	0.5	i	-7	1
CCC(=O)N1CCCC(C)(C(=O)Nc2nccc3cccnc23)C1 (configuration not stated)	5	-7	-7	0	-3	-0.7	i	9	-4
Cc1ccc2ccccc2[n+]1CCCS(=O)(=O)[O-]	0	0	-10	-9	5	0.5	i	-3	-12
CC(C)(C)c1cc(/C=N/NC(=O)C[n+]2ccccc2)cc(C(C)(C)C)c1O	1	-1	-4	-5	4	0.5	i	9	-1
CC(OC(=O)CCN=C1NS(=O)(=O)c2ccccc21)C(=O)c1ccccc1 (configuration not stated)	-2	9	-5	-4	1	-0.7	i	-19	-6
N#Cc1ccccc1Sc1ccccc1C(=O)Nc1ccc2ccccc2c1	-1	1	60*	-5	5	-0.5	i	25	-3
CC1(c2ccc(Cl)cc2Cl)NC(=O)N(CC(=O)NCCC2=CCCCC2)C1=O (configuration not stated)	-8	-5	7	1	0	0.2	i	7	-1
CCCC(=O)Nc1c2c(nn1-c1ccc(F)cc1)CS(=O)(=O)C2	-1	7	-2	1	4	0.1	i	-4	-8
O=C(O)CCCCCn1c(O)c(C=C2N=c3ccccc3=N2)sc1=S	-30	-42	-8	-1	1	3.2	i	11	-1
COc1cc(C2Nn3c(nnc3-c3ccccc3OC)S2)ccc1O (configuration not stated)	-6	1	-2	-4	-2	2.5	i	17	-2
N#Cc1ccc(OCC(=O)Nc2cc(S(=O)(=O)N3CCOCC3)ccc2N2CCOCC2)cc1	-15	7	0	3	-4	-0.2	i	-14	-4
Cc1ccc(C)c(NC(=O)COC(=O)c2ccc3ccccc3n2)c1	-36	-100	-10	-5	-2	0.4	i	5	-6
Cc1ccccc1NC(=O)c1ccc(N/N=C/c2ccccc2O)c([N+](=O)[O-])c1	4	8	-11	4	0	0.4	i	9	-9
NC(=O)CC(NC(=O)Cc1cccc2ccccc12)c1ccc(NCCN2CCCC2)c([N+](=O)[O-])c1 (configuration not stated)	4	22	-12	1	-9	0.3	i	1	0
CCCSc1nsc(NC(=O)c2cccnc2OCC)n1	-3	6	2	-7	3	0.7	i	8	-14
COc1cccc(CNC(=O)c2ccc(CS(=O)(=O)Cc3ccc(C)cc3)o2)c1	5	-1	-6	0	-2	-1.9	i	-7	-4
CC1(c2nnc(-c3ccc(F)cc3)o2)CC(c2ccccc2)=NO1 (configuration not stated)	-2	2	7	-3	-1	0.2	i	2	-6
CC(=O)c1ccc(N(CC(=O)NC2CCCC2)C(=O)CNC(=O)c2cccs2)cc1	-2	1	2	-2	3	-1.7	i	-7	-3
COc1ccc(/C=N/NC(N)=S)cc1OC(=O)c1ccccc1	-5	1	2	0	1	2.7	i	5	-2
Cc1cc(NC(=O)CCc2ccc(-c3ccccc3)o2)no1	1	3	0	-3	7	0.4	i	6	-6
O=C(Cn1ccc2cc(S(=O)(=O)N3CCCC3)ccc21)NCc1ccco1	4	7	-2	3	1	-0.2	i	4	-7
CCOC(=O)c1nn(-c2ccc(Cl)cc2)c2nc(Nc3ccccc3)cc(=O)n12	5	8	4	-2	4	0.9	i	8	-7
O=C(NC(=S)Nc1ccc2oc(=O)ccc2c1)c1cccc(F)c1	-5	-13	-4	0	1	-0.4	i	22	-4
COCCSc1nc(N)c(NC(=O)c2ccc(OC)cc2)c(=O)[nH]1	0	0	-10	-3	2	3.0	i	13	-3
Cc1ccc(CNC(=O)Cn2cnc3cc([N+](=O)[O-])ccc3c2=O)cc1	-3	-9	18	0	-2	-0.8	i	-10	-9
Cc1nn(C)c(C)c1CN(C)C(=O)CCCC(=O)O	-10	-16	-15	4	-1	-1.7	i	-30	-13
COc1ccccc1CNCc1ccc(OC)c(OC)c1OC	-9	2	-11	-3	0	0.0	i	-3	-8
CN1CC(=O)N(CC(=O)Nc2ccc(N3CCOCC3)cc2)C1=O	4	0	-5	4	3	0.2	i	-15	-7
COc1ccc(N2CCN(CCCNC(=O)CCCn3c(=O)[nH]c4ccsc4c3=O)CC2)cc1	-6	4	-4	1	-2	-0.8	i	-25	-5
c1ccc2c(c1)nc(N1CCOCC1)c1c3ccccc3[nH]c21	2	-15	6	-4	-4	2.3	x	13	-3
O=C(c1ccccc1)N1CCN(Cc2c[nH]c3ccccc23)CC1	-6	6	-11	-3	7	-0.2	i	-36	-16
Cc1csc2nc(SCC(=O)Nc3ccccc3F)[nH]c(=O)c12	2	-9	2	10	-5	0.2	i	-1	-4
COc1cccc(C(O)c2ncc(-c3ccc(Cl)cc3)[nH]2)c1 (configuration not stated)	0	-40	3	-2	3	-0.2	i	-14	-12
O=C(CCC(=O)NC1CCN(Cc2ccccc2)CC1)NCc1ccco1	11	-10	-7	1	0	-0.5	i	-5	-3
O=C(O)c1cc(O)ccc1O	-14	9	-1	0	2	-0.1	x	-14	-4
O=c1c2ccccc2nc(/C=C/c2cccnc2)n1Cc1ccccc1	-4	-42	3	-3	2	0.4	i	1	-6
O=c1[nH]c2cccnc2c2ccsc12	-2	18	0	-2	1	3.1	i	9	0
O=C(Cc1c[nH]c2ccccc12)NCc1cccs1	1	-2	-10	-1	2	-1.4	i	5	1
Fc1ccccc1CSc1nncn1NC/C=C/c1ccccc1	1	15	6	-1	3	-0.3	i	-6	-1
Fc1ccc(-n2c(Cn3nnc4ccccc43)n[nH]c2=S)cc1	4	4	-7	0	2	1.2	i	11	-3
Cc1nnc(SCc2cccc(Oc3ccccc3)c2)n1N	0	-17	-6	-3	0	2.4	i	-1	-3

Going on with the list.
Compound	eLon inh	NRP1-CendR mod	FAS-TE inh	MT1-MMP act inh	Rin1-Abl PPI inh	MsrA inhibitor	Neddylation inh	SKN-1 block	MsrA act
Cc1ccc(S(=O)(=O)N[C@H](C(=O)OCC(=O)NC(=O)Nc2ccc3c(c2)OCCO3)C(C)C)cc1	-6	1	-2	2	-4	0.9	i	3	-14
CCN(Cc1ccccc1)S(=O)(=O)c1ccc(C(=O)N(CCCN(C)C)c2nc3cc4c(cc3s2)OCO4)cc1	-2	-5	18	3	0	-1.2	i	9	-1
Cc1ccccc1Nc1nc(N)nc(CN2CCN(C(=O)c3ccccc3)CC2)n1	-3	-1	-4	2	4	-0.9	i	1	-3
Nc1ncnc2c1ncn2C1OC(CO)C(O)C1O (configuration not stated)	-1	-4	-6	10	2	0.1	i	-3	-4
CC1(c2ccc(OC(F)F)cc2)NC(=O)N(CC(=O)c2ccc3c(c2)OCO3)C1=O (configuration not stated)	4	14	12	-1	-2	-0.6	i	8	-2
COC(=O)Cn1c(=NC(=O)c2cc(OC)cc(OC)c2)sc2cc(OC)ccc21	-2	-3	20	2	-1	0.8	i	9	-2
COc1cc2nc(CN3CCN(S(=O)(=O)c4c(F)cccc4F)CC3)[nH]c(=O)c2cc1OC	-10	-12	-2	-3	0	0.0	i	4	-5
COc1ccccc1Nc1ncnc2c1oc1ccccc12	-6	10	8	1	-2	1.1	x	5	1
CCN(CC(=O)Nc1ccccc1C(F)(F)F)C(=O)C1CSC2(C)CCC(=O)N12 (configuration not stated)	-4	-6	-9	5	-1	-0.7	i	10	-4
COc1ccc(NC(=O)C(C)N(c2ccc(C)cc2)S(C)(=O)=O)cc1 (configuration not stated)	-1	-1	-3	-5	0	-0.4	i	-3	-3
COC(=O)Nc1nn(-c2ccc(Cl)cc2)c(=O)c(C#N)c1C	-2	-6	4	3	-6	0.3	i	0	-6
O=[N+]([O-])c1ccc(Nc2nc(NCCO)nc(N3CCCC3)n2)cc1	4	-16	29	2	0	1.1	i	15	-4
COC(=O)c1ccc(NC(=O)c2ccc[n+]([O-])c2)cc1	1	0	2	-1	1	-0.5	i	2	0
CC(=O)NS(=O)(=O)c1ccc(NS(=O)(=O)c2ccccc2[N+](=O)[O-])cc1	-2	8	-7	5	-3	-0.2	i	-2	-2
CCOC(=O)Cc1csc(NC(=O)c2csc3c2CCCC3)n1	1	-5	4	-4	-3	1.7	i	17	-3

An excerpt from above in order of the MT1-MMP act inh value, high to low.
structure | eLon inh | NRP1-CendR mod | MT1-MMP act inh | Rin1-Abl PPI inh | MsrA inhibitor | Neddylation inh | SKN-1 block | MsrA act
COC(=O)Nc1nn(-c2ccc(Cl)cc2)c(=O)c(C#N)c1C | -2 | -6 | 3 | -6 | 0.3 | i | 0 | -6
O=[N+]([O-])c1ccc(Nc2nc(NCCO)nc(N3CCCC3)n2)cc1 | 4 | -16 | 2 | 0 | 1.1 | i | 15 | -4
COC(=O)c1ccc(NC(=O)c2ccc[n+]([O-])c2)cc1 | 1 | 0 | -1 | 1 | -0.5 | i | 2 | 0

Source: PubChem (several laboratories)
